sdo1 growth = restores growth of sdo1-depleted yeast; S. cerevisiae sdo1-depleted JHY4D growth rescue, OD600 30 h; stronger effect = higher value; pdr5 snq2 efflux-pump mutant strain; z-score at 10 µM; 140,000 tested, 0.21% active;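 active = z-score above 3 at both the 24 hr and the 30 hr optical density reads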;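 also: z-score against mean and SD of all compound wells on the same plate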
INS promoter inh = TRM-6 insulin promoter activity inhibition. TRM-6 cells (human fetal islet line), insulin promoter-eGFP reporter, imaging; reporter expression induced with tamoxifen. inhibition, % at 2 µM. 130,000 tested, 0.9% active;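 active = inhibition above the mean plus 3 SD, with well images judged a real hit on visual review, cut at about 60% in these data, passing the limit was not always enough; inconclusive = inhibition over the cutoff but images rejected on review; inactive = inhibition not above the cutoff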
sdo1 growth Rescue 24 h = also measured in sdo1 growth; calls as there; z-score; S. cerevisiae sdo1-depleted JHY4D growth rescue, OD600; measured here: growth rescue at 24 h;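 0 is the plate mean of compound wells and units are plate SD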
The depositor's hits bear a star; ? = inconclusive; / = not tested or not shown. This is a subset (hit frequency here may not be typical).

Values run as follows: sdo1 growth	sdo1 growth Rescue 24 h	INS promoter inh
- COCC(=O)NC1CC2CCCC(C1)N2Cc1ccccc1 (stereo not given)
    0.01	-0.55	/
- CCN(CC)c1ccc(NC(=O)C2CCCN(S(=O)(=O)c3cnc[nH]3)C2)c(C)c1 (stereo not given)
    1.1	0.67	/
- FC(F)(F)c1ccccc1NC(=S)N1CCN(c2ncccn2)CC1
    -0.6	-0.71	-31
- Cc1cccc(S(=O)(=O)N(CC(=O)Nc2ccccc2C)Cc2ccco2)c1
    -0.54	-0.18	-117
- Cc1ccc[n+](CC(=O)Nc2ccc([N+](=O)[O-])cc2Cl)c1
    0.77	-0.16	/
- CC1CCCC(C)N1C(=O)CSc1nc2ncnc(N)c2[nH]1 (stereo not given)
    0.87	0	-194
- Nc1nc(-c2ccco2)nn1C(=O)c1ccc(Cl)cc1
    1.3	0.88	-23
- CCOc1cc(C2C(C#N)=C(N)SC(N)=C2C#N)ccc1OCCN1CCOCC1
    1.1	0.02	53
- CCNC(=S)N/N=C/c1cn(Cc2ccccc2F)c2ccccc12
    -1.2	-0.43	53
- CO/N=C(\C)c1ncc(C(F)(F)F)cc1N1CCOCC1
    -0.17	-0.7	19
- CCOC(=O)c1ccc(N2CCN(c3ccc(F)cc3)CC2)c(NC(=O)Nc2cccc(OC)c2)c1
    -0.87	-0.59	0
- CCc1ccc(-c2nc(-c3ccncc3)no2)cc1
    -0.36	-0.38	23
- Cc1ccc(-n2nc(C)c(Sc3ccccc3[N+](=O)[O-])c2N)cc1
    -0.99	-0.37	6
- COc1ccc(Nc2nc(C)nc3c2nnn3Cc2ccccc2)cc1OC
    -1.4	-0.78	-50
- Cc1nc(SCC(=O)NCCc2ccccc2)c2oc3ccccc3c2n1
    -0.42	0.51	-5
- CCN(CC)c1ccc(/C=C(\C#N)c2ccccn2)cc1
    -0.95	-0.4	-80
- CCC(CC)NC(=O)/C=C/c1ccccc1Cl
    0.18	0.02	-19
- CCc1ccc(OCC(=O)Nc2ncc3c(n2)CC(C)(C)CC3=O)cc1
    -0.38	-1.1	/
- COc1ccc(-c2c(C#N)c(N)nc3sc(C(=O)c4ccccc4)c(N)c23)cc1
    -1.4	-0.97	41
- O=C(NCc1n[nH]c(=S)n1-c1ccc(F)cc1)c1ccc(S(=O)(=O)N2CCCC2)cc1
    -0.29	-1	32
- NC(=O)c1ccsc1NC(=O)c1coc2ccccc2c1=O
    /	/	-89
- COc1ccc(C(C(=O)NC2CCCC2)N(CC2CCCO2)C(=O)Cc2cccs2)cc1OC (stereo not given)
    /	/	-93
- COC(=O)c1[nH]c2cc(OC)c(OC)cc2c1NC(=O)Oc1ccccc1
    0.16	0.35	23
- CC(=O)C1=C(C)N(Cc2ccco2)C(=O)C1(NC(=O)C1CCCCC1)C(F)(F)F (stereo not given)
    0.56	0.09	-31
- CCN(Cc1ccccc1)C(c1cccs1)c1nnnn1C1CCCCC1 (stereo not given)
    -0.56	-0.23	19
- COc1ccc(OCC(O)Cn2c(=N)n(Cc3ccccc3)c3ccccc32)cc1 (stereo not given)
    0.02	-0.17	/
- c1ccc(-c2noc(-c3cccs3)n2)nc1
    1.4	-0.04	-65
- COc1ccc(S(=O)(=O)N2CCCC(C(=O)NCc3ccccn3)C2)cc1 (stereo not given)
    2.5	1.7	-27
- Cc1cnc(C(=O)OCC(=O)NC(C)CCc2ccccc2)cn1 (stereo not given)
    /	/	18
- Cc1ccc([N+](=O)[O-])cc1-c1ccc(/C=N\n2nnnc2N)o1
    -0.44	-0.21	11
- CN1CCc2nc3sc(C(=O)C45CC6CC(CC(C6)C4)C5)c(N)c3cc2C1
    -1.8	-0.73	/
- O=C(Nc1ccccc1)N1CCN(c2ccc(F)cc2)CC1
    -0.58	-1.8	20
- Cc1sc2ncnc(SCC(=O)NC(C)(C)C)c2c1C
    /	/	-50
- COc1cc(-c2nc3ccccn3c2/N=C/c2cccc(F)c2)ccc1O
    /	/	-7
- Cc1cc(=O)oc(C)c1C(=O)NCc1ccc(F)cc1
    -0.67	-0.41	9
- CCNC(=O)C1CC(=O)N(Cc2ccc(F)cc2)C(=Nc2ccc(OC)cc2)S1 (stereo not given)
    -0.19	-0.1	/
- CC(=O)/C(=N/Nc1ccc(C)cc1)Sc1nnc(CCc2ccccc2)n1-c1ccccc1
    -0.69	-0.1	0
- COc1ccc(C(=O)N2CCCC(c3ccccc3)=N2)cc1
    /	/	-29
- O=C(CN(C(=O)CNS(=O)(=O)c1ccccc1)c1ccc2c(c1)OCCO2)NCc1ccco1
    0.66	0.19	/
- O=C(Cn1cc(C(=O)c2ccco2)c2ccccc21)NC1CCCCC1
    /	/	23
- CCN(CC)S(=O)(=O)c1ccc2c(c1)nc(CCC(=O)Nc1ccc(N3CCOCC3)cc1)n2C
    /	/	-105
- COc1cccc(-c2cc3c(-n4cccc4)ncnc3o2)c1
    -2.3	-2	-49
- CCNC(=O)NC(=O)C(C)OC(=O)CCCSc1nc2ccccc2s1 (stereo not given)
    -0.28	-0.69	21
- COc1ccc(CCNC(=O)CSc2cc(=O)[nH]c(N)n2)cc1OC
    0.43	-0.32	/
- Cc1nnc(SCC(=O)NNC(=O)COc2ccc(Cl)cc2)s1
    /	/	0
- CCOC(=O)c1ccc([N+](=O)[O-])cc1NC(C)=O
    1.8	1.4	43
- COc1cc2c(cc1OC)C(c1ccsc1)CC(=O)N2 (stereo not given)
    0.44	0.22	-24
- O=C(c1ccco1)N1CCN(C(c2coc3ccc(Cl)cc3c2=O)c2nnnn2C2CCCC2)CC1 (stereo not given)
    /	/	35
- O=C(O)CCC(=O)Nc1nc2nc(-c3ccccc3)cc(-c3ccccc3)n2n1
    0.96	-0.29	14
- COc1ccccc1/C=N/NC(=O)c1ccc(=O)n(C)c1
    0.4	-0.2	19

Entries of single compounds as entered above.
`COc1cccc(-c2cc3c(-n4cccc4)ncnc3o2)c1` is listed as sdo1 growth = -2.3; sdo1 growth Rescue 24 h = -2; INS promoter inh = -49
`COc1ccc(CCNC(=O)CSc2cc(=O)[nH]c(N)n2)cc1OC` is listed as sdo1 growth = 0.43; sdo1 growth Rescue 24 h = -0.32; INS promoter inh = /

Results in sdo1 growth and INS promoter inh, for seven of the compounds above:
structure | sdo1 growth | INS promoter inh
O=C(c1ccco1)N1CCN(C(c2coc3ccc(Cl)cc3c2=O)c2nnnn2C2CCCC2)CC1 (stereo not given) | / | 35
Cc1nnc(SCC(=O)NNC(=O)COc2ccc(Cl)cc2)s1 | / | 0
COc1cc2c(cc1OC)C(c1ccsc1)CC(=O)N2 (stereo not given) | 0.44 | -24
CCOC(=O)c1ccc([N+](=O)[O-])cc1NC(C)=O | 1.8 | 43
CCNC(=O)NC(=O)C(C)OC(=O)CCCSc1nc2ccccc2s1 (stereo not given) | -0.28 | 21
COc1cccc(-c2cc3c(-n4cccc4)ncnc3o2)c1 | -2.3 | -49
O=C(O)CCC(=O)Nc1nc2nc(-c3ccccc3)cc(-c3ccccc3)n2n1 | 0.96 | 14

Additional results follow.
Values run as follows: sdo1 growth	sdo1 growth Rescue 24 h	INS promoter inh
- COc1ccc(/C=C/C(=O)NCCC(=O)N2CCCN(C)CC2)cc1
    /	/	-86
- CCCCN1CC(COc2ccccc2)OC1=O (stereo not given)
    1.3	2	/
- COc1ccc(-c2n[nH]c(C)c2-c2cnn(-c3ccccc3)c2)c(O)c1
    -1.5	-1.4	71
- COc1cccc(C(=O)N2C(C(=O)O)CSC2c2ccccc2Cl)c1 (stereo not given)
    0.48	3.9	29
- COc1ccc(NC(=S)Nc2cc(C)cc(C)n2)cc1OC
    -0.52	-0.02	/
- COC(=O)CN(C(=S)Nc1ccc(F)cc1)C1CC(=O)N(c2ccccc2)C1=O (stereo not given)
    0.81	0.46	-39
- CSc1nc(Cl)c(Cc2ccc(OCC(C)C)cc2)c(N2CCOCC2)n1
    -0.61	-0.96	-4
- C/C(=N\NC(=O)c1c(Br)c(C)nn1C)c1ccc(NC(=O)c2ccoc2C)cc1
    0.87	1.7	57
- CCOC(=O)N1CCC(NC(=O)C2CCCCN2S(=O)(=O)c2ccc(F)cc2)CC1 (stereo not given)
    1.1	1.4	/
- CC(=O)NCCNC(=O)CCNC(=O)c1ccc(Cl)cc1
    0.64	0.98	-10
- COc1ccccc1C1CC(=O)NC(C)=C1C(=O)OCC1CCCO1 (stereo not given)
    0.38	0.13	0
- CCOc1ccc(C2c3c(oc4ccccc4c3=O)C(=O)N2CCCN2CCOCC2)cc1 (stereo not given)
    0.48	0.59	/
- CC1(C)Cc2cccc(OCC(=O)N3CCN(S(=O)(=O)c4ccccc4)CC3)c2O1
    -0.49	-0.75	/
- N#CC1=C(N)NC(SCC(=O)c2ccc(Cl)cc2)=C(C#N)C12CCCC2
    -1.1	-0.91	26
- COC(=O)c1sccc1N/N=C/c1cccc(Oc2ccccc2)c1
    0.93	0.65	44
- COc1nc(-c2ccccc2Cl)ccc1C#N
    -0.73	-0.23	-78
- CCOC(=O)COc1nc(C)c(Br)c(OC)n1
    0.52	0.09	-7
- Cc1c(NC(=O)/C=C/C(=O)O)cccc1[N+](=O)[O-]
    0.06	-0.04	/
- O=C(O)Cc1ccc(NC(=S)Nc2cccc(Cl)c2Cl)cc1
    0.71	0.66	-26
- Cc1nc(N)sc1-c1csc(NCc2ccccc2)n1
    0.47	0.33	34
- COC(=O)c1ccc(CSc2nc3ccccc3c(=O)n2-c2cccc(OC)c2)o1
    -0.79	-0.67	-44
- COCCNC(=S)N/N=C/c1ccc(OCc2ccc(C(=O)OC)cc2)cc1
    -0.24	0.5	28
- COc1cc(OC)cc(C(=O)NNC(=O)c2ccccn2)c1
    0.12	0.01	/
- CCN(CC)C(=O)c1c([N+](=O)[O-])c(C(C)(C)C)nn1C
    1.4	1.7	-26
- O=c1ccc2cc(S(=O)(=O)Nc3ccc(F)cc3)ccc2o1
    0.39	1.1	-234
- COc1ccc(NC(=O)CSc2nnc(CNC(=O)COc3ccc(Cl)cc3)o2)c(OC)c1
    2.1	2.9	-21
- CC(=O)c1ccc(OCC(O)CN2CCN(c3ccccn3)CC2)cc1 (stereo not given)
    0.57	0.24	/
- CC(C)CCn1c(C(C)O)nc2ccccc21 (stereo not given)
    -0.79	-1.8	57
- c1ccc2c(-c3nc(-c4ccncc4)no3)cccc2c1
    -2.1	-0.87	11
- CCN1CCN(Cc2ccc(NC(=O)Nc3ccccc3Cl)cc2)CC1
    0.47	2.9	/
- COc1cc(NC(=O)C(C)C)ccc1NC(=O)c1ccco1
    1.7	2.3	7
- O=C(O)C1CCCCC1C(=O)Nc1ccc(Cl)cc1 (stereo not given)
    0.59	0.72	?
- Cc1[nH]c(=S)sc1Cc1ccc(Cl)c(Cl)c1
    -1.2	-0.54	26
- O=C(CSCC(=O)Nc1ccccc1)N/N=C/c1c(O)ccc2ccccc12
    0.2	0.74	0
- O=C(CCCc1c[nH]c2ccccc12)N1CCN(c2ccc(N3CCOCC3)nn2)CC1
    0.5	-0.89	/
- CCOC(=O)c1c(=O)n(O)c2ccc(C)cc2[n+]1[O-]
    -0.48	-0.41	/
- O=C(O)COc1ccc2nsnc2c1Cl
    0.56	-0.32	/
- Cc1csc(NC(=O)CCC(=O)N(CC(=O)NC2CCCC2)Cc2ccco2)n1
    0.48	-0.16	/
- Clc1ccc(C2=NN=C3COc4ccccc4N3C2)cc1
    -0.48	-0.3	/
- Cc1noc(NS(=O)(=O)c2ccc(NC(=O)CCN3C(=O)c4ccccc4C3=O)cc2)c1C
    /	/	-6
- CC(=O)Nc1cccc(NC(=O)c2oc3ccccc3c2C)c1
    1.1	0.63	-15
- CCNC(=O)NC(=O)C(C)OC(=O)C1CCN(S(=O)(=O)c2ccc(C)c(C)c2)CC1 (stereo not given)
    1	0.46	-108
- CCCC(=O)NC(NC(=S)Nc1ccc(S(N)(=O)=O)cc1)C(Cl)(Cl)Cl (stereo not given)
    0.97	0.68	-33
- CCOC(=O)N1CCN(C(=O)c2ccc(OC)c(S(=O)(=O)N3CCOCC3)c2)CC1
    /	/	78*
- CCN(CC)S(=O)(=O)c1cc(NC(=O)Cn2cnc3ccccc3c2=O)ccc1C
    -0.25	-0.61	14
- CCN(CC)CCOC(=O)C1c2ccccc2Oc2ccccc21
    0.45	-0.17	34
- CCOC(=O)c1nn(-c2ccccc2C)c(=O)c2c(N)scc12
    /	/	14
- COc1ccc(CC(=O)Nc2ccc(OC)c(NC(=O)c3ccco3)c2)cc1
    -0.29	-0.11	-44
- CCOC(=O)CCP(=O)(O)C(O)(c1ccccc1)c1ccccc1
    1.6	2	4
- COC(=O)c1cn(NC(=O)C2CCCCC2)c(=O)c2ccccc12
    -0.7	-1.3	/

(continued)
Values run as follows: sdo1 growth	sdo1 growth Rescue 24 h	INS promoter inh
- N#Cc1nc(COc2ccccc2Cl)oc1N1CCCCCC1
    -0.03	0.36	/
- O=C(COc1ccc2ccccc2c1)N1c2ccccc2Sc2ccccc21
    -0.6	0.38	-22
- Cc1nc(C)c(-c2csc(NCc3ccco3)n2)s1
    0.42	0.84	-36
- COc1ccc(-c2nn(-c3ccccc3)cc2C(=O)NCCCn2ccnc2)cc1
    -0.14	-0.13	/
- CCOC(=O)c1c(C)c(C(=O)NC2CCCCCC2)c(C)n1C
    0.03	0.58	12
- CC(C)(NO)/C(=N/O)c1cccs1
    -0.3	-1.3	-3
- CC(=C/c1ccccc1)/C=N/NC(=O)c1cc(C)oc1C
    0.31	0.28	-2
- COc1ccccc1N1CCN(/N=C/c2c(C)nn(-c3ccccc3)c2C)CC1
    0.23	-0.07	-30
- O=C(CCn1cnc2ccccc2c1=O)Nc1ccc(S(=O)(=O)N2CCCCC2)cc1
    0.77	0.63	40
